# TNAP act hi DEA = TNAP activators at high phosphate acceptor level, primary screen, biochemical, luminescence, uHTS; Alkaline phosphatase, tissue-nonspecific isozyme (Homo sapiens), P05186; purified TNAP, CDP-star luminescence, 1 M DEA, 30 min; active compounds read high; 0 = EDTA background, 1 = DMSO-only activity; activation factor at 20 µM; 200,000 tested, under 10 active; AID 1136, 2008;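 active means activation factor at least 2 at 20 µM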
# Target sequence (P05186 whole entry, looked up): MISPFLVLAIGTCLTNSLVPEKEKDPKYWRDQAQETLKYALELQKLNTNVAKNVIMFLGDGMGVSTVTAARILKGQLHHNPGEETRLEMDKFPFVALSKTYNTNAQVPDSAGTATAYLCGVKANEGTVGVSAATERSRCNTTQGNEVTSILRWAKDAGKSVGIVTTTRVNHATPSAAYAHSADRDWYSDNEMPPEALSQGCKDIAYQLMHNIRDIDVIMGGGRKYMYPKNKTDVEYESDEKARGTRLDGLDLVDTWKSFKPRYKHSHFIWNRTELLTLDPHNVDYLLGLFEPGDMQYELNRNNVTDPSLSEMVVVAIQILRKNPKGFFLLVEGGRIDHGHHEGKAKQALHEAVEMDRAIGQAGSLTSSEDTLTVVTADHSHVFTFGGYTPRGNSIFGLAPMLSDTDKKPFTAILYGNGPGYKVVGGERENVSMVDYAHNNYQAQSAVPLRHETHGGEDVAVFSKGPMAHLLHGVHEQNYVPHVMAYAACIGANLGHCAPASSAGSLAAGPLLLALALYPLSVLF
#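 Measured by: Luminescent substrate turnover signal | Test system: Human TNAP | Input: TNAP 1/800 final | Dosing: 20 µM single point | Schedule: 30 min, room temperature | Controls: EDTA wells as negative control, DMSO wells as positive control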
# APP 5UTR inh = inhibitors of APP translation via 5'UTR reporter, primary screen, APP 5'UTR luciferase, SH-SY5Y cells | SH-SY5Y APP 5'UTR-luciferase reporter, luminescence | inhibition, % at 2 µM | 0.82% of 190,000 active;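 active means inhibition above a set limit, derived from the sample mean plus 3 SD, cut at about 45% in these data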; further: values of inactives mirror those of a sister screen read the other way
# bIAP inhibitor = bovine intestinal alkaline phosphatase inhibitors, primary screen, selectivity assay for TNAP inhibitor project, biochemical, bovine IAP, CDP-star luminescence; alkaline phosphatase, intestinal [Bos taurus]; inhibition, % at 20 µM; AID 1019, 2008; purified bovine IAP, 30 min; 190,000 tested, under 10 active;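 active means over 50% inhibition of intestinal alkaline phosphatase at 20 µM in the single-dose screen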
#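 test system = bovine IAP enzyme | medium = DEA buffer 100 mM, pH 9.8, with MgCl2 1.0 mM, ZnCl2 0.02 mM | detection = luminescence | dosing = single compound dose of 20 µM, 2% DMSO final | incubation = 30 min reaction at room temperature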
# FLuc inh counter = firefly luciferase enzyme inhibitors, primary screen, artefact control for luciferase-based inhibitor screens, biochemical, luminescence, ATPLite; 10 min; AID 1006, 2008; 1.5% of 200,000 active; inhibition, % at 10 µM;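 active means inhibition above about 50% when tested at 10 µM, limit read from the data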
# Target sequence (P08659 whole entry, looked up): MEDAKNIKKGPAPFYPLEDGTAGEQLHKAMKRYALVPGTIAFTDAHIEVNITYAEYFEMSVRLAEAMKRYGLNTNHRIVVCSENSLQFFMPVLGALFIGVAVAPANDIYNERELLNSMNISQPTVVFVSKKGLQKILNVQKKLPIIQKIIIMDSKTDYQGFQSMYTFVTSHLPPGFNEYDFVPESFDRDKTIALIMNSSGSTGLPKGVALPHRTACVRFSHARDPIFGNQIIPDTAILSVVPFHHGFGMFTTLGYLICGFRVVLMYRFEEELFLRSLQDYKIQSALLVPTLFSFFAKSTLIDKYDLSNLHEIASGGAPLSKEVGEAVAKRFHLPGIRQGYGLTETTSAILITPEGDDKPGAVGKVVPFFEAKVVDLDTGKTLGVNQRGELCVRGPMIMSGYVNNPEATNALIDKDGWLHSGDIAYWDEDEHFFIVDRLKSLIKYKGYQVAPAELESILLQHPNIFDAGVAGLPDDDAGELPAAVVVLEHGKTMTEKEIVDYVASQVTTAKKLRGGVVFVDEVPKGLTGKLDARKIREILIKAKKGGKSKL
# FLuc act counter = FLuc activators, initial screening, artefact control for FLuc-dependent activation tests, biochemical, ATPlite luminescence. AID 1027, 2008. Luciferin 4-monooxygenase (Photinus pyralis), P08659. ATPlite luciferase biochemical, 10 min; 0 = ATP-free wells, 1 = DMSO control. 200,000 tested, under 10 active. activation factor at 10 µM;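 active means luciferase activation factor, scaled between plate controls, of at least 2 with compound at 10 µM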
#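 test system = cell-free luciferase reagent | medium = PBS as buffer for the ATP substrate | dosing = test compounds dosed from 2 mM stocks in 100% DMSO | incubation = 10 min at ambient temperature | detection = luminescence measurement of luciferase light output | benchmarks = low control with PBS replacing ATP, high control enzyme plus ATP without compound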
# bIAP act = bovine intestinal alkaline phosphatase activators, primary screen, biochemical, bovine IAP, CDP-star luminescence; AID 1016, 2008; 0.17% of 200,000 active; activation factor at 20 µM; purified bovine IAP, 30 min; active compounds read high; fold of DMSO-control signal, blank-subtracted; alkaline phosphatase, intestinal [Bos taurus];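 active means activation factor of 2 or more at 20 µM, a signal rise over negative controls twice the positive control's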
# L major viab = Leishmania major promastigote growth inhibition, primary screen; Leishmania major promastigotes, resazurin fluorescence viability; 9% of 200,000 active; inhibition, % at 10 µM; in the data active means inhibition above about 50%;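 further: promastigotes grown with compound for 44 hours at 28 °C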
# TNAP inh no acc = human TNAP enzyme inhibitors, primary screen, biochemical, luminescent, no phosphate acceptor, uHTS; purified TNAP, CDP-star luminescence, 30 min; inhibition, % at 20 µM; 0.26% of 200,000 active; AID 1012, 2008;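 active means tissue-nonspecific alkaline phosphatase inhibition above about 50% at 20 µM in the single-dose screen, limit read from the data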;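 further: 0% = DMSO negative control and 100% = EDTA positive control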
# TNAP inh hiacc = human TNAP enzyme inhibitors, primary screen, biochemical, luminescent, high phosphate acceptor level, uHTS; Alkaline phosphatase, tissue-nonspecific isozyme (Homo sapiens), P05186; purified TNAP, CDP-star luminescence, 1 M DEA; inhibition, % at 20 µM; 0.03% of 200,000 active; AID 1135, 2008;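 active means over 50% inhibition of tissue-nonspecific alkaline phosphatase at 20 µM in the single-dose screen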;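 further: plate controls were DMSO wells for no effect and EDTA-quenched wells as full inhibition for full effect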
# RAM network inh = inhibitors of the yeast RAM network, primary screen, dse1pr::URA3 reporter, 5-FOA selection; S. cerevisiae dse1pr::URA3 reporter, 5-FOA growth OD615, 2 d; analog-sensitive cbk1-as2 kinase mutant strain; inhibition, % at 50 µM; 1.8% of 190,000 active;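 active means inhibition above a set limit, 3 SD over mean compound inhibition, cut at about 8.4% in these data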;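 further: 0% = DMSO-only wells with no growth and 100% = 10 µM 1-NA-PP1 full growth; inhibition rescues growth on 5-FOA so higher OD means more RAM inhibition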
# The depositor's hits bear a star.
SMILES,TNAP act hi DEA,APP 5UTR inh,bIAP inhibitor,FLuc inh counter,FLuc act counter,bIAP act,L major viab,TNAP inh no acc,TNAP inh hiacc,RAM network inh
CCOC(=O)N1CCC(=NNC(=O)COc2ccc(C#N)cc2)CC1,1,-2,9,-8,1.1,0.9,-8,-6,-2,1.4
CCOC(=O)c1cc(C#N)c(SC)nc1-c1ccccc1,1,-12,12,-1,1,0.9,0,-5,-2,1.4
CCOC(=O)N1CCN(CC(=O)Nc2cc(C)nn2-c2nc3ccccc3s2)CC1,1,-15,0,-6,1.1,1,12,-8,-4,2.3
Cn1ccnc1SCC(=O)Nc1ccc(Cl)cn1,1,-8,-8,4,1,1.1,5,0,-2,0.0
NC(=O)COC(=O)CSc1cccc2cccc(Cl)c12,1,6,-4,-5,1.1,1,-5,4,1,1.9
S=c1[nH]nc(-c2ccccc2)n1CC1CCCO1 (stereo not given),1,6,-1,7,0.9,1,-7,21,-4,2.2
Cc1ccc(CN2CCN(/N=C/c3cccn3C)CC2)c(C)c1,1,9,-8,-8,1.1,1.1,15,-12,-2,2.3
O=C(Oc1ccccc1)c1cccc(COC(=O)c2cnccn2)c1,1.1,-19,7,-1,1,0.9,-5,-15,-6,5.0
Cc1onc(-c2ccccc2)c1C(=O)Nc1nnc(N(C)Cc2ccccc2)s1,1,14,4,-8,1.1,1,1,26,-2,4.6
C=CCc1ccc(OCCCCOc2ccc(C(=O)O)cc2)c(OC)c1,1,17,5,14,0.9,1,-9,-5,-2,0.8
COc1ccc(-c2cc3nc4n(c(=O)c3s2)CCC4)cc1,1,-160,10,84*,0.2,0.9,21,-7,3,4.3
Cc1ccc(-c2nnc(SCC(=O)Nc3sc(C)c(C)c3C#N)n2C)cc1,0.9,5,8,-4,1,0.9,-8,-4,12,3.1
CCCCN(C)CCNC(=O)Cn1c(=O)sc2ccccc21,1.1,-14,3,-10,1.1,1,-3,25,-8,4.6
O=C1NC2(CCCC2)N=C1c1ccc(F)cc1,1,-17,17,-3,1,0.8,5,-14,-3,-0.3
COCCn1c(=O)[nH]c(=O)c2cc(C(=O)c3cc(OC)ccc3O)cnc21,0.9,-16,9,-2,1,0.9,1,-6,6,0.6
COc1cccc(NS(=O)(=O)c2ccc3c(c2)CCCN3C(C)=O)c1,1.1,6,13,-11,1.1,0.9,3,-3,-8,1.0
Cc1nn(-c2ccc([N+](=O)[O-])cc2)c2c1C(c1cccc(Br)c1)N1C(=N2)C(=O)Nc2ccccc21 (stereo not given),0.9,15,21,-7,1.1,0.8,77*,8,10,10*
Cc1ccccc1Nc1nc(N)nc(COC(=O)c2cccc(S(=O)(=O)N(C)C)c2)n1,1,0,26,0,1,0.7,66*,-6,-2,1.9
CCN(CC)S(=O)(=O)c1ccc2c(c1)N(CC(=O)Nc1cccnc1Cl)C(=O)CO2,1,-3,1,2,1,1,0,-8,-1,1.6
O=C(O)C1CCCCC1C(=O)NCCc1cccc(Cl)c1 (stereo not given),1,3,3,-2,1,1,-5,-6,-1,2.7
CCOC(=O)CCN(Cc1sccc1C)S(=O)(=O)c1ccc(F)cc1,1,-1,35,-2,1,0.7,13,-8,-2,1.0
CCCC(=O)Nc1ccc2c(c1)nc1n2CCOC1,1.1,2,9,-5,1,0.9,-1,-14,-10,-0.1
O=C(NCCc1nc2ccccc2[nH]1)/C(=C/c1ccco1)NC(=O)c1ccc(Br)o1,1,-6,-1,-2,1,1,7,4,-1,1.9
CCOc1cc(N2CCOCC2)c(OCC)cc1NC(=O)Cc1ccc(OC)c(OC)c1,1,7,-2,-1,1,1,14,-8,2,1.0
CC(=O)c1cccc(S(=O)(=O)NCC(c2ccco2)N2CCCCC2)c1 (stereo not given),1.1,-18,0,-16,1.2,1,12,1,-5,0.5

# Four compounds picked at random from those above, as already listed:
SMILES,TNAP act hi DEA,APP 5UTR inh,bIAP inhibitor,FLuc inh counter,FLuc act counter,bIAP act,L major viab,TNAP inh no acc,TNAP inh hiacc,RAM network inh
Cc1ccc(-c2nnc(SCC(=O)Nc3sc(C)c(C)c3C#N)n2C)cc1,0.9,5,8,-4,1,0.9,-8,-4,12,3.1
Cc1nn(-c2ccc([N+](=O)[O-])cc2)c2c1C(c1cccc(Br)c1)N1C(=N2)C(=O)Nc2ccccc21 (stereo not given),0.9,15,21,-7,1.1,0.8,77*,8,10,10*
Cc1ccccc1Nc1nc(N)nc(COC(=O)c2cccc(S(=O)(=O)N(C)C)c2)n1,1,0,26,0,1,0.7,66*,-6,-2,1.9
CC(=O)c1cccc(S(=O)(=O)NCC(c2ccco2)N2CCCCC2)c1 (stereo not given),1.1,-18,0,-16,1.2,1,12,1,-5,0.5

# New compounds follow:
SMILES,TNAP act hi DEA,APP 5UTR inh,bIAP inhibitor,FLuc inh counter,FLuc act counter,bIAP act,L major viab,TNAP inh no acc,TNAP inh hiacc,RAM network inh
CCCCN(C)CCNC(=O)C(=O)c1c(C)[nH]c2ccccc12,1,18,-19,0,1,1.2,4,-3,2,1.5
Cc1ccc(/C(N)=N/OC(=O)c2ccc(F)cc2)cc1,1,-46,9,68*,0.3,0.9,8,-6,0,0.9
CC(=O)Nc1cccc(Oc2cnc3ccccc3n2)c1,1,-2,4,-3,1,1,-5,-6,1,1.2
Cc1ccc(NC(=O)CN2C(=O)N/C(=C/c3ccc(C)o3)C2=O)cc1,1,-8,-5,-1,1,1.1,-3,-11,-4,1.4
CC(=O)NS(=O)(=O)c1ccc(NC(=S)NC(=O)COc2ccccc2C)cc1,1,-1,12,1,1,0.9,-7,-8,2,2.0
CCOc1ccc(N2C(=O)CN(c3cccc4ccccc34)C2=S)cc1,1.1,-2,2,-3,1,1,-2,-2,-6,4.8
CN1C(=O)CC(N2CCN(CC(=O)N3CCCC3)CC2)C1=O (stereo not given),1,-7,23,-5,1,0.8,-4,-8,-2,0.5
O=C(C1CCCCC1)N1CCN(S(=O)(=O)c2ccc(Cl)cc2)CC1,1,8,8,-5,1.1,0.9,0,-16,-2,1.6
CCCCn1c(SCC(=O)Nc2nnc(C)s2)nnc1-c1ccoc1C,1.1,5,4,-7,1.1,1,-9,-11,-5,1.9
CC(C)CC(=O)Nc1cccc(-c2nc3ccccc3o2)c1,1.1,-8,8,1,1,0.9,-3,-13,-7,3.9
Cc1ccc(S(=O)(=O)NCCC2(C(C)C)CCOC(C)(C)C2)cc1 (stereo not given),1.1,-2,13,-9,1.1,0.9,95*,-12,-9,0.3
COCCNc1nc(CSc2ccccc2)nc2sc(C)c(C)c12,1,0,32,-2,1,0.7,47,-17,-4,-0.6
COc1ccc(OC)c(S(=O)(=O)NCCc2ccccc2)c1,1.1,-14,15,-1,1,0.8,-5,-11,-6,2.8
CCOc1ccc(OCCNC2CCCC2)cc1,1,2,-7,-2,1,1.1,84*,-8,-4,0.0
COc1ccc(-n2c(=O)cc(N3CCc4ccccc43)[nH]c2=O)cc1,1,-11,30,1,1,0.7,-8,-6,-3,4.6
CC1=C(C(=O)OCc2ccc3c(c2)OCO3)C(c2ccccc2OCc2ccccc2)NC(=O)N1 (stereo not given),1,11,19,6,0.9,0.8,99*,1,2,4.8
O=C(CCSc1nnc(-c2ccco2)o1)Nc1ccc(Cl)cc1,1.1,6,7,-4,1,0.9,-10,-10,-6,4.2
CCOC(=O)C1C(=O)N(C(=O)c2cncc(Br)c2)CC1c1ccccc1 (stereo not given),1.1,-6,8,-8,1.1,0.9,-1,2,-6,3.0
CC(=O)Nc1ccc(NC(=O)CN(c2ccc(F)cc2)S(=O)(=O)c2ccc3c(c2)OCCO3)cc1,1.1,8,3,-6,1.1,1,21,-21,-7,7.1
CN1CCN(c2nc(-c3cccnc3)nc3ccccc23)CC1,1.1,4,1,-4,1,1,39,5,-6,2.5
O=C(Nc1ccc2c(c1)nc1n2CCN(Cc2ccccc2)C1)NC1CCCCC1,1,-4,-7,30,0.7,1.1,1,-19,-3,1.0
CC(=O)Nc1ccc(-c2cc(-c3ccc(NC(C)=O)cc3)nc(-c3ccc(NC(C)=O)cc3)n2)cc1,1,11,5,-6,1.1,0.9,-5,-16,-3,12*
O=C(/C=C/c1ccco1)Nc1cccc(S(=O)(=O)N2CCOCC2)c1,1,-3,8,3,1,0.9,0,-4,-2,2.6
Cc1cc(C)cc(SCc2noc(C(=O)NC(C)C)c2C(=O)O)c1,1,1,-7,-5,1.1,1.1,-7,-8,-1,4.4
O=C1NC(c2ccccc2Cl)Nc2ccccc21 (stereo not given),1.1,5,6,-6,1.1,0.9,-3,2,-7,0.4

# Look-ups from the list.
# O=C(CCSc1nnc(-c2ccco2)o1)Nc1ccc(Cl)cc1 in bIAP inhibitor: 7
# O=C(/C=C/c1ccco1)Nc1cccc(S(=O)(=O)N2CCOCC2)c1 in bIAP act: 0.9

# (listing goes on)
SMILES,TNAP act hi DEA,APP 5UTR inh,bIAP inhibitor,FLuc inh counter,FLuc act counter,bIAP act,L major viab,TNAP inh no acc,TNAP inh hiacc,RAM network inh
COc1cccc(NC(=O)N2CCC(n3nnc4ccccc43)CC2)c1,1,-16,-5,-7,1.1,1.1,6,-12,-4,3.0
CCOC(=O)CNS(=O)(=O)c1cc(-c2n[nH]c(=O)c3ccccc23)ccc1C,1.1,-9,-9,-2,1,1.1,5,-5,-6,2.9
CN1/C(=C\C(=O)C[n+]2cccc(Br)c2)C(C)(C)c2ccccc21,1.1,0,15,0,1,0.9,2,-11,-6,1.6
CCOC(=O)C1C(c2cc(OC)c(OC)c(OC)c2)NC(=S)NC1(O)C(F)(F)F (stereo not given),1,-11,5,-1,1,0.9,-3,-7,-2,0.8
Cc1ccc(/C=C/C(=O)NC2CCCCCCC2)o1,1,-30,3,8,0.9,1,5,-7,-4,-0.4
CCCCCCCC(=O)NNC(=O)c1ccc([N+](=O)[O-])cc1,1.1,-25,-6,-3,1,1.1,-12,-21,-5,3.2
O=C(NCc1ccc2c(c1)OCO2)C1Cc2ccccc2CN1C(=O)c1ccco1 (stereo not given),1,26,-3,-6,1.1,1,2,-12,-3,-0.5
CCN(CC)S(=O)(=O)c1ccc(F)c(C(=O)NCCCN2CCOCC2)c1,1,-7,-6,1,1,1.1,-2,-13,-3,0.0
COC(=O)c1cc(C)nc(N)c1C#N,1,-15,6,-2,1,0.9,-7,-3,2,-0.1
CNC(=O)CSCc1cnn(-c2ccccc2)c1-n1cccc1,1.1,-1,-10,-6,1.1,1.1,-9,4,-6,-0.8
COC(=O)c1c(C)c[nH]c1C,1.1,4,-17,-9,1.1,1.2,-6,-32,-6,1.0
CCOC(=O)C1CCN(C(=O)N(C)C)CC1,1,7,3,4,1,1,-8,-4,-1,0.9

# Source: PubChem (several laboratories)
